RECQ1 helicase: qHTS Assay for Inhibitors of RecQ-Like Dna Helicase 1 (RECQ1) | AID 2549, 2010 | RECQ1 DNA unwinding, red fluorescence kinetic read | Potency, µM (doses to about 57.3 µM), for the others: at the top dose activity, negative = inhibition, most hits filed as inhibitors | ATP-dependent DNA helicase Q1 (Homo sapiens), P46063 | 0.54% of 240,000 active;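 note: plate controls were vehicle for no effect and no enzyme for full effect; nearly all actives have a fitted effect of over 30% in size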
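50 nM RECQ1T1 preincubated 15 min with compound in Tris pH 8.0 buffer with MgCl2, DTT, Tween-20 and 2.5 ug/ml poly(dI-dC); started with 200 nM TAMRA/BHQ-2 forked duplex and 2 mM ATP. Unwinding read as fluorescence (525/598 nm), two reads 2 h apart.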
Lamin A splicing: qHTS Assay for Modulators of Lamin A Splicing. HeLa LMNA splicing GFP/RFP minigene ratio, 48 h. Potency, µM (top dose mostly 46.1 µM), inactives show at the highest dose ratio change, negative = inhibition, most hits filed as inhibitors. 0.01% of 200,000 active. AID 1487, 2009; active = well fitted inhibition curve with a large enough effect in the signal ratio, with a control signal flat, not every such curve was filed as active; inconclusive = small, poorly fitted or top-dose-only effect, or effect the other way, or a change in a side signal; the % refers to the signal ratio; note: % is set by controls: 0 for no effect and ±100 for the full control effect
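S3 HeLa cells stably expressing lamin A-EGFP splicing minigene plus DsRed2, 600 cells/well, 48 h compound exposure at 37C. Laser-scanning cytometry; analysed as GFP (500-530 nm)/RFP (575-640 nm) total intensity ratio; 0.5% DMSO vehicle.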
TRb-SRC2 inh: qHTS for Inhibitors of the Interaction of Thyroid Hormone Receptor and Steroid Receptor Coregulator 2 | Thyroid hormone receptor beta (Homo sapiens), P10828 | Potency, µM (doses to about 106 µM), without a hit: at the highest dose activity change, negative = inhibition, most hits filed as inhibitors | 0.065% of 280,000 active | TRbeta-SRC2 peptide binding, fluorescence polarization; receptor liganded with 1 µM T3;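 note: plate controls were bound peptide for no effect and peptide without receptor for full effect; nearly all actives have a fitted effect of over 50% in size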
Target sequence (P10828 whole entry, looked up): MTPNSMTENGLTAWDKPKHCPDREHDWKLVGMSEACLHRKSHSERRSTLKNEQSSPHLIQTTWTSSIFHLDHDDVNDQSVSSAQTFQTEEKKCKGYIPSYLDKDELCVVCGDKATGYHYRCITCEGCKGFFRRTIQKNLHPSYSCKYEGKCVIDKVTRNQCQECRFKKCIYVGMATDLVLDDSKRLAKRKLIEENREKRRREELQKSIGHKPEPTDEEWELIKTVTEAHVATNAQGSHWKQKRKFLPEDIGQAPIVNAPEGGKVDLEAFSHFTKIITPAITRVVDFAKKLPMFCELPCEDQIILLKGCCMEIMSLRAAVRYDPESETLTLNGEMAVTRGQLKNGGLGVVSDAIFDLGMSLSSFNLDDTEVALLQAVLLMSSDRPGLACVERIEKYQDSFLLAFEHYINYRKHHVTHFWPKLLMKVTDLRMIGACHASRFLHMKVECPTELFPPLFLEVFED
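Fluorescence polarization of 20 nM Texas Red SRC2 peptide (20-aa NR interaction domain) bound to 0.6 uM human TRb ligand-binding domain, with 1 uM T3, after 5 hr at ambient temperature; inhibition seen as decreased polarization.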
TexasRed fluor: Total Fluorescence Counterscreen for Inhibitors of the Interaction of Thyroid Hormone Receptor and Steroid Receptor Coregulator 2 | Potency, µM (series often up to 106 µM), without a hit: at the highest dose fluorescence change, negative = quenching | 0.29% of 280,000 active | TRb/SRC2 Texas Red total fluorescence interference; active = well fitted curve in either direction with a large enough effect; inconclusive = small, poorly fitted or top-dose-only effect; note: % is set by controls: 0 for no effect and ±100 for the full control effect
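Human TRβ ligand-binding domain (0.6 uM) and Texas Red SRC2 peptide (20 nM) in Tris buffer with 1 uM T3 and 5% DMSO were incubated with pinned compound for 5 hr at ambient temperature. Total fluorescence was computed as S + 2P (555/632 nm).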
KDM4E inh: qHTS Assay for Inhibitors of Human Jumonji Domain Containing 2E (JMJD2E); Potency, µM (top dose mostly 57.1 µM), inactives show at the highest dose activity change, negative = inhibition, hits mostly inhibitors; AID 2147, 2009; JMJD2E catalytic domain, FDH-coupled NADH fluorescence (FDH is formaldehyde dehydrogenase); 1.6% of 230,000 active; Lysine-specific demethylase 4E (Homo sapiens), B2RXH2; active = well fitted inhibition curve with a large enough effect, not every such curve was filed as active; inconclusive = small, poorly fitted or top-dose-only effect, or another doubt; inactive = no such curve, though single readings can be large or run the other way;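 note: 0% = wells with enzyme and -100% = buffer wells without enzyme; nearly all actives have a fitted effect of over 50% in size; many of its hits are not listed in these tables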
SMN2 splice enh: qHTS Assay for Enhancers of SMN2 Splice Variant Expression | HEK293 SMN2-luciferase splicing reporter, luminescence, 30-36 h | Potency, µM (titrated, usually from 46.1 µM), for inactives: at the top dose activity change, positive = activation, most hits filed as activators | 2.8% of 210,000 active; note: % of control where 0% means no effect; nearly all actives have a fitted effect of over 55% in size
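HEK293 cells carry an SMN2 minigene-luciferase reporter in which exon 7 inclusion puts luciferase in frame. Cells were seeded at 2000 cells/well, attached for 10-12 hours, then exposed to compounds for 30-36 hours at 37C before ONE-Glo luminescence.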
ALDH1A1 inh: qHTS Assay for Inhibitors of Aldehyde Dehydrogenase 1 (ALDH1A1). Aldehyde dehydrogenase 1A1 (Homo sapiens), P00352. Potency, µM (top dose mostly 75.3 µM), without a hit: at the top dose activity, negative = inhibition, most hits filed as inhibitors. Purified ALDH1A1, NADH fluorescence, propionaldehyde substrate. 7.3% of 220,000 active; active = well fitted inhibition curve with a large enough effect, not every such curve was filed as active; inconclusive = small, poorly fitted or top-dose-only effect, or another doubt; inactive = no such curve, though single readings can be large or run the other way;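 note: plate controls were no enzyme wells and a reference inhibitor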
RGS12 GoLoco inh: qHTS Assay for Inhibitors of RGS12 GoLoco Motif Activity (Red Fluorophore); Gai1:RGS12 GoLoco peptide FP, rhodamine, 10 min; 0.44% of 230,000 active; Guanine nucleotide-binding protein G(i) subunit alpha-1 (Homo sapiens), P63096; Potency, µM (highest dose often 61.6 µM), without a hit: at the highest dose activity, negative = inhibition, most hits filed as inhibitors; active = well fitted inhibition curve with a large enough effect, not every such curve was filed as active; inactive = no such curve, though single readings can be large or run the other way; note: % is set by controls: 0 for no effect and ±100 for the full control effect; nearly all actives have a fitted effect of over 30% in size; many of its hits are not listed in these tables
Target sequence (P63096 whole entry, looked up): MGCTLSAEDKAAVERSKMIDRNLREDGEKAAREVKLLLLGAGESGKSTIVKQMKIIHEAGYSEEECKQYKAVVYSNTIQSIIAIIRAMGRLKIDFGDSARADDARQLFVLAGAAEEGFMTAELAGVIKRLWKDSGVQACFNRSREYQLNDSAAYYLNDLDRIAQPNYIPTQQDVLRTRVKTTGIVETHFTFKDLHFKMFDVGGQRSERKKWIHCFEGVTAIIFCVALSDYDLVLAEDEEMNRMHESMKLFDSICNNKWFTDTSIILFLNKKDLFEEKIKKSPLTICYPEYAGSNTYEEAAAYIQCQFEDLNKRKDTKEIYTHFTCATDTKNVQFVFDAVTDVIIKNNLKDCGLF
The depositor's hits bear a star; i = inactive; ? = inconclusive; / = not tested or not shown; & = joins results of further samples; [ ] = dose if it differs, or a comment. Unless noted, calls come from the whole dose curve; as a rule, active = well fitted curve in the direction sought with a large enough effect; inconclusive = small, poorly fitted or top-dose-only effect, or another doubt; inactive = no such curve, though single readings can be large; an effect the other way counts as inactive or inconclusive. Potency is the fitted concentration of half-maximal effect. Not all compounds are listed (hit frequency here may not be typical).

Fields: RECQ1 helicase, Lamin A splicing, TRb-SRC2 inh, TexasRed fluor, KDM4E inh, SMN2 splice enh, ALDH1A1 inh, RGS12 GoLoco inh
- O=c1[nH]c(C2CC2)nc2sc3c(c12)CCCC3
  i, 20%[46 µM], -2%, -5%, -6%, -3%, -6%, -1%
- CCN(CC)c1ccc(/C=N/NC(=O)C(O)c2ccccc2)cc1 (stereo not given)
  -7%, -1%[46 µM], -2%, -1%, ?, /, ?, -3%
- COc1cccc(N/C(=N/C(=S)Nc2ccc(C)cc2C)Nc2nc(C)cc(C)n2)c1
  -9%, /, 1%, -2%, -1%, /, /, 4%
- CN(C)Cc1ccc(F)cc1Sc1cc(Cl)ccc1Cl
  -11%, 2%, 1%, -8%, 5%, 4%, 2%, -21%
- CCOC(=O)c1c(NC(=O)c2c(-c3ccccc3)noc2C)sc(C)c1-c1ccccc1
  1%, ?, -1%, -8%, ?, 0.71µM*, ?, 4%
- CCOC(=O)c1c(C)oc2ccc(OC(=O)N3CCOCC3)cc12
  -2%, 2%, 2%, -7%, 3%, 11%, 5%, 4%
- CCOC(=O)CSc1nc(C(C)(C)C)nc2ccccc12
  -1%, ?, -5%, -8%, 1%, /, ?, 11%
- CCOC(=O)C(NC(=O)Cc1ccccc1)(Nc1cc(C)on1)C(F)(F)F (stereo not given)
  4%, -3%, 0%, -9%, -2%, -2%, -3%, 3%
- CCCCNC(=S)NC(=O)c1ccc(Cl)cc1Cl
  -5%, 21%, -3%, -5%, 2%, 20%, 25µM*, -3%
- COc1ccc2c(c1OC)C(=O)N(c1ccc3c(c1)CCC3)C2=O
  1%, 4%, -15%, -3%, -1%, 2%, ?, 4%
- COc1ccc(-c2cc3ccccc3n2CC(O)CN2CCCCC2)cc1 (stereo not given)
  -9%, /, 4%, -4%, ?, /, /, -2%
- Cc1ccc(OCCn2cnc3ccccc3c2=O)c([N+](=O)[O-])c1
  i, 9%, 7%, 0%, 2%, 16µM*, 9%, 8%
- Cc1ccc(CNC(=O)CSCc2ccc(F)cc2)cc1
  -10%, 2%[46 µM], 0%&0%, -1%&-1%, 0%, -2%, 18%, -3%
- Cc1ccc(OCC(=O)NCCN2CCOCC2)cc1C
  i, 15%, -16%, -4%, 13%, -6%, 2%, -27%
- COc1ccc(NC(=O)N2CCCC(c3nc(-c4ccc(C(C)C)cc4)no3)C2)cc1 (stereo not given)
  -6%, ?, -2%, -4%, 0%, -44%[inhibitor], ?, 3%
- CCC(=O)NC(=S)Nc1cccc(-c2nc3ncccc3o2)c1
  -17%, ?, -3%[53 µM], 0%[53 µM], 8%, -11%, 10%, -2%
- CCN(CC)C(C)C#CCC(c1ccccc1)c1ccccc1 (stereo not given)
  -11%, /, -1%, -1%, -5%, /, /, 0%
- CCOc1ccccc1NC(=O)C1CCCCN1S(=O)(=O)c1ccc(F)cc1 (stereo not given)
  i, ?, -1%, -2%, 1%, 21%, ?, 4%
- CN(c1cccc(NC(=O)CN(c2ccc(Cl)c(Cl)c2)S(=O)(=O)c2ccccc2)c1)S(C)(=O)=O
  -10%, ?, 8%, -7%, -1%, -13%, -3%, -6%
- CCOC(=O)C1=C(C)NC(c2ccccc2)=C(C(=O)OCc2ccc([N+](=O)[O-])cc2)[C@@H]1C#Cc1ccccc1
  -10%, /, 4%, -1%, -9%, /, -1%, 1%
- OC(COC1CCCCC1)CN1CCN(c2ccccc2)CC1 (stereo not given)
  0%, 1%, -11%, -10%, 1%, -5%, -2%, -9%
- COc1ccc(NC(=O)CSc2nc(O)c(Cc3ccccc3)c(=O)[nH]2)cc1
  16%, 13%, -8%, -8%, ?, -7%, ?, -21%
- COC(=O)C1=C(C(=O)OC)[C@@H]2N(Cc3ccccc3)c3ccccc3[C@@]23C[C@@H](C(=O)OC)N(S(=O)(=O)c2c(C)noc2C)C3=N1
  -14%[11.5 µM], -6%[9.22 µM], 3%[11.2 µM], -3%[11.2 µM], 2%[11.4 µM], -1%[9.22 µM], 4%[13.5 µM], 4%[14.2 µM]
- O=C(NCCCN1CCOCC1)Nc1ccc(Cc2ccc(NC(=O)NCCCN3CCOCC3)cc2)cc1
  -13%, 7%, 0%, 0%, 3%, -3%, 7%, -9%
- Cn1c(N2CCC(C(N)=O)CC2)nc2c1c(=O)n(Cc1ccc(Cl)cc1)c(=O)n2C
  -2%, -4%, -11%, -1%, 1%, 11%, 4%, 4%
- COc1ccc(NC(=O)C(CC(C)C)NC(=O)c2ccccc2C)cn1 (stereo not given)
  i, 12%, -3%, -1%, -1%, 1%, 9%, 3%
- CCCCC(NC(C)=O)c1nc2ccccc2[nH]1 (stereo not given)
  -1%, 1%, 6%, 2%, -3%, 1%, ?, -3%
- Cc1cccc(CC(=O)N2CCN=C2SCc2ccc([N+](=O)[O-])cc2)c1
  -5%, -14%, -9%, 8%, 0%, -32%[inhibitor], -11%, -1%
- Cc1cccc(NC(=O)CSc2ncnc3nc[nH]c23)c1
  -5%, -8%, 0%, 1%, 7%, -12%, 12%, 5%
- O=C(CSc1nc2ccccc2c(=O)n1-c1ccccc1)N1CCCC1
  -12%, -3%, 1%, -1%, 5%, -19%, ?, -2%

The closing 4 compounds of the section above are carried over, then new ones follow.
Fields: RECQ1 helicase, Lamin A splicing, TRb-SRC2 inh, TexasRed fluor, KDM4E inh, SMN2 splice enh, ALDH1A1 inh, RGS12 GoLoco inh
- CCCCC(NC(C)=O)c1nc2ccccc2[nH]1 (stereo not given)
  -1%, 1%, 6%, 2%, -3%, 1%, ?, -3%
- Cc1cccc(CC(=O)N2CCN=C2SCc2ccc([N+](=O)[O-])cc2)c1
  -5%, -14%, -9%, 8%, 0%, -32%[inhibitor], -11%, -1%
- Cc1cccc(NC(=O)CSc2ncnc3nc[nH]c23)c1
  -5%, -8%, 0%, 1%, 7%, -12%, 12%, 5%
- O=C(CSc1nc2ccccc2c(=O)n1-c1ccccc1)N1CCCC1
  -12%, -3%, 1%, -1%, 5%, -19%, ?, -2%
- Cc1cc(C(=O)COC(=O)c2ccc(N)cc2)c(C)n1-c1c(C)n(C)n(-c2ccccc2)c1=O
  -25%, ?, 1%, -1%, 9%, -2%, 5%, 0%
- Cc1ccc(OCCNC(=O)c2ccccc2N)cc1
  -14%, -4%, 6%, -1%, 1%, -38%[inhibitor], ?, 1%
- N#Cc1cccc(NCC(=O)Nc2ccc3c(c2)OCCO3)c1
  -8%, /, 2%, 0%, 1%, 13µM*, ?, 1%
- COc1ccc2[nH]c(=O)c(CN(CCO)C(=O)c3ccccc3F)cc2c1
  -9%, -12%, 4%, -1%, ?, -12%, ?, 5%
- CC1(C)Cc2nc(-c3ccccc3)nc(SCC(=O)N3CCCC3)c2CO1
  -8%, /, -1%, -1%, 0%, /, -18%, 6%
- O=C(CSc1nc2ccsc2c(=O)n1Cc1ccccc1)NCC1CCCO1 (stereo not given)
  -14%, /, 8%, 1%, 7%, -32%[inhibitor], ?, -2%
- CCN1CCN(C(c2cccs2)C(C)NC(=O)CC(C)C)CC1 (stereo not given)
  -10%, 5%, 12%, 3%, -4%, /, ?, /
- COc1ccc(N2C(=O)C(CC(=O)Nc3ccc(F)cc3)N(CCc3cccs3)C2=O)cc1 (stereo not given)
  -3%, -7%, -3%, -4%, 4%, 7%, -3%, 0%
- COc1ccc(/C=C2/SC(=O)N(CC(=O)Nc3cc(C)on3)C2=O)cc1OC
  -13%, -9%, -15%, -1%, ?, 24%, -4%, -3%
- COc1ccc(-n2ncc3c(=O)n(CC(=O)Nc4ccc(S(=O)(=O)N5CCOCC5)cc4)cnc32)cc1
  -9%, ?, 0%, 0%, ?, -46%[inhibitor], ?, 11%
- Cc1c(O)cccc1C(=O)N[C@@H](CSc1ccccc1)[C@H](O)CN1C[C@H]2CCCC[C@H]2C[C@H]1C(=O)NC(C)(C)C
  0%, ?, 4%&1%, -6%&-1%, /, -77%[inhibitor], 1%, 5%&5%
- O=C(Nc1ccc(F)cc1F)c1cc2n(n1)C(C(F)(F)F)C1CCCCC1N2 (stereo not given)
  -1%, 14%, -12%, -1%, -2%, 3%, 12%, 2%
- COc1ccc2c(c1)oc(=O)c1cc(OC)ccc12
  -14%, /, -9%, -1%, ?, /, ?, 3%
- COc1ccc(-c2ccc(CCC(=O)O)n2Cc2ccco2)cc1
  -8%, 9%[46 µM], 8%, 1%, ?, /, ?, 26%
- COc1ccc(CC(=O)Nc2ccc(-c3cn4ccccc4n3)cc2)cc1OC
  -24%, 5%, -15%, -6%, ?, -17%, ?, 20%
- Cc1nn2c(C)nc3sc4c(c3c2nc1=O)CC(C)(C)OC4
  -13%, 8%, -6%, -5%, ?, 4%, -10%, 9%

Screens: PubChem BioAssay, National Center for Advancing Translational Sciences (NCATS)
